INS-1E GSIS act = GLuc luminescence reporter in INS-1E cells, primary screen for activators of glucose-dependent secretion of insulin; INS-1E GLuc reporter insulin secretion, 2-3 h; activation, % at 16.6 µM; actives 0.61% (n = 370,000);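 active = lowest replicate activation of at least 40%, so every replicate reaches that level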;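 also: 0% = median of neutral control wells and 100% = median of IBMX positive control wells; some compounds called inactive have numbers as strong as hits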
esBAF inh = Bmi1 luciferase reporter increase in mESCs, primary screen, esBAF inhibitor project, mouse ES cells, Bmi1 luciferase knock-in, single point; reporter increase, % at 12.5 µM; 24 h; 100% = twice the neutral-well signal; actives 2% (n = 350,000); in the data active = activation above about 40%; inconclusive = no clear call, values can overlap the other calls;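 also: 0% = median of the plate's neutral control wells and 100% = double that signal; a rise in the Bmi1 reporter signal indicates esBAF inhibition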
XiGFP reactiv = activators of inactive X chromosome reactivation, primary screen, imaging, XiGFP fibroblasts, GFP high-content imaging, set 2. XiGFP mouse fibroblasts, % GFP-positive cells imaging, 3 d; cells co-treated with 5-aza-dC sensitizer; scaled so ellipticine positive control = 100%. activation, % at 7.58 µM. actives 0.055% (n = 360,000). AID 743238, 2013;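 active = mean normalized replicate activation at least 10% and every replicate at or above 10%; inconclusive = only one of the two criteria met; inactive = mean below 10% and not all replicates reach 10%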;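 also: 0% = median of on-plate neutral control wells and 100% = ellipticine 6 µM median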
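material = 68-5-11 XiGFP fibroblast line | medium = DMEM plus 5-aza-dC sensitizer | schedule = 3 days compound exposure | benchmarks = positive control ellipticine, 6 µM final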
RAD54 inh = inhibitors of human RAD54 branch migration, primary screen, biochemical, fluorescence, single point | AID 602329, 2012 | actives 0.14% (n = 360,000) | DNA repair and recombination protein RAD54-like (Homo sapiens), Q92698 | inhibition, % at 10.4 µM | RAD54 Holliday junction branch migration, FAM/BHQ fluorescence;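 active = mean normalized replicate activity at least 40 and at least half of replicates scoring 40 or more; inconclusive = only one of the two criteria met; inactive = mean below 40 and under half of replicates reaching 40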;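 also: 0% = median of neutral control wells and 100% = median of positive control wells; inhibitors cause a drop in the FAM fluorescence signal; in these data hits start at about 50%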
Target sequence (Q92698 whole entry, looked up): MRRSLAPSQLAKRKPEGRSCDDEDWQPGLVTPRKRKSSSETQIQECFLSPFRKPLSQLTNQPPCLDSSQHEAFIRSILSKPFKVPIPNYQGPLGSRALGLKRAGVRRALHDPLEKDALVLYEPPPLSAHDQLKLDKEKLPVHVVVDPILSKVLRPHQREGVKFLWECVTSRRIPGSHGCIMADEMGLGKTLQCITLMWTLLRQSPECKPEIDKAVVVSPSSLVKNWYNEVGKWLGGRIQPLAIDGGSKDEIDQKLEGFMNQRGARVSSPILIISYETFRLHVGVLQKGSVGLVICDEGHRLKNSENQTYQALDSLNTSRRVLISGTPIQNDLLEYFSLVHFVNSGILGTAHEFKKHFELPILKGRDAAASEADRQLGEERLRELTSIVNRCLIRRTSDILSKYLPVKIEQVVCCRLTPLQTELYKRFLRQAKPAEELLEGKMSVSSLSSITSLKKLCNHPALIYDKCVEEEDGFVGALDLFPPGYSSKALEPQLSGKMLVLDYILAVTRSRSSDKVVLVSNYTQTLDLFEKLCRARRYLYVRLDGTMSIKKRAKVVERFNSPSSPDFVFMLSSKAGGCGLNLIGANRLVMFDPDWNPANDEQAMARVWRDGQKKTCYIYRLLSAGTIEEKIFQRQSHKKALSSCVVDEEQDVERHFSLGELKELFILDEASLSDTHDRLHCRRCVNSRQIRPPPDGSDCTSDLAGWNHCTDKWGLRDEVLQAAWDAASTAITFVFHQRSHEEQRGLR
F508del corr = F508del CFTR correction, initial screen, CFBE line, single point; CFBE cells, YFP halide quenching; stimulated with forskolin plus potentiator P3; % fluorescence drop versus neutral controls; activity (quench increase), % at 7.58 µM; actives 0.36% (n = 350,000); AID 720511, 2013;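 active = mean added fluorescence quench of at least 8% versus neutral control, with both replicates also reaching 8%; inconclusive = only one of the mean or replicate conditions met; inactive = mean below 8% and not both replicates reaching 8%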;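 also: cells transiently co-express mutant CFTR-F508del with the halide-sensitive YFP; corrector assay measuring rescue of mutant channel to the surface after 24 h compound exposure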
RAD52 inh = RAD52 DNA annealing inhibitors, primary screen, biochemical, FRET, single point, set 2. inhibition, % at 18.7 µM. recombinant RAD52 DNA annealing, FRET fluorescence. DNA repair protein RAD52 homolog (Homo sapiens), P43351. AID 651710, 2012. actives 0.46% (n = 360,000);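 active = every replicate showing at least 50% inhibition; inconclusive = mean inhibition at least 50% but not in every replicate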
ERAP1 inh = human ERAP1 aminopeptidase inhibitors, primary screen, biochemical, single point, plate reader; Endoplasmic reticulum aminopeptidase 1 (Homo sapiens), Q9NZ08; recombinant ERAP1, Leu-AMC fluorescence, 60 min; inhibition, % at 10.7 µM; actives 0.15% (n = 340,000); AID 652197, 2013;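 active = mean replicate inhibition of at least 30%, or all replicates individually reaching that 30% level; inactive = mean below 30% and not every replicate reaching it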;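 also: 0% = neutral control wells and 100% = L-leucinethiol positive control wells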
ARNT-TACC3 inh = disruptors of ARNT/TACC3 protein interaction, primary screen, biochemical, AlphaScreen, single concentration; Transforming acidic coiled-coil-containing protein 3 (Homo sapiens), Q9Y6A5; AlphaScreen His-ARNT PAS-B/GST-TACC3 binding, luminescence; TACC3 fragment carries E629A point mutation; inhibition, % at 9.99 µM; actives 0.66% (n = 390,000); AID 623870, 2012;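 active = mean inhibition of replicates at least 50% and at least half of replicates each reaching 50%; inconclusive = half or more replicates reach 50% but mean below 50%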;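 also: 0% = complete ARNT plus TACC3 wells and 100% = ARNT alone without TACC3; many hits fall short of the cut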
Starred values were filed as active, the others as inactive; ? = inconclusive; . = no result given.

1: CC(C)NC(=O)N(C)C[C@@H]1Oc2ccc(NS(=O)(=O)c3ccc(Cl)cc3)cc2CC(=O)N([C@H](C)CO)C[C@@H]1C
2: O=C1NC(=S)S/C1=C\c1cc2ccccc2nc1N1CCCCC1
3: CC1=C(C(=O)OCc2ccccc2)C(c2cccs2)N2C(=O)CCSC2=N1 (stereo unspecified)
4: COC(=O)c1ccc(Nc2nc(N3CCOCC3)nc(N3CCOCC3)n2)cc1
5: COc1cc2ccccc2cc1C(=O)N(CCN(C)C)c1nc2c(F)cccc2s1
6: Cc1cc(C(=O)N/N=C/c2c(C)nn(-c3ccccc3)c2C)c(C)o1

compound no.	1	2	3	4	5	6
INS-1E GSIS act	2	-22	4	19	-71	-6
esBAF inh	2	.	.	-6	-1	.
XiGFP reactiv	0.0	0.3	0.0	0.1	0.0	0.2
RAD54 inh	2	-6	.	-6	17	-10
F508del corr	-0.3	.	-1.9	-2.1	0.1	-0.4
RAD52 inh	11	-176	-1	-13	4	5
ERAP1 inh	4	-3	-2	1	5	-6
ARNT-TACC3 inh	-12	2	3	-21	7	-20

7: CC(C)NC(=O)N(C)C[C@H]1Oc2c(NS(=O)(=O)c3ccc(Cl)cc3)cccc2C(=O)N([C@@H](C)CO)C[C@@H]1C
8: CCCC#Cc1cnc2c(c1)C(=O)N([C@H](C)CO)C[C@H](C)[C@H](CN(C)C(=O)C1CC1)O2
9: C/C=C/c1ccc2c(c1)O[C@@H](CN(C)Cc1ccccn1)[C@H](C)CN([C@@H](C)CO)S2(=O)=O
10: N#Cc1cccc(N2[C@@H](Cc3cc4ccccc4n3Cc3ccccc3)COC[C@H]2Cc2ccc3ccccc3c2)c1
11: O=C(/C(=C/c1cccnc1)n1ccnc1)c1ccc(Cl)cc1Cl
12: C[C@H]1CN([C@@H](C)CO)C(=O)c2cc(-c3ccccc3F)cnc2O[C@@H]1CN(C)Cc1cccc(C(=O)O)c1

compound no.	7	8	9	10	11	12
INS-1E GSIS act	-2	3	-14	42	-5	5
esBAF inh	0	0	-2	2	-4	-6
XiGFP reactiv	-0.7	0.0	0.1	0.1	0.3	0.1
RAD54 inh	9	-3	8	-5	.	-2
F508del corr	-4.5	2.5	0.7	1.8	1.3	-2.0
RAD52 inh	0	5	-15	-17	-32	8
ERAP1 inh	5	0	2	-3	.	0
ARNT-TACC3 inh	-12	-4	6	.	3	.

13: CC(C)Cc1nc2ccccc2n1CCc1ccccc1
14: CC1CCCCN1CC(O)COc1ccc(OCC(O)CN2CCCCC2C)cc1 (stereo unspecified)
15: COc1ccc(CNC(=O)CSc2n[nH]c(N)n2)cc1OC
16: CC(C)n1c(SCC(=O)Nc2ccc(F)cc2)nnc1C1CC1
17: Cc1cc(NC(=O)c2ccc3c(c2)C(=O)N(Cc2cccnc2)C3=O)no1
18: COc1ccc(NC(=O)Nc2ccc3c(c2)CC(=O)N([C@H](C)CO)C[C@@H](C)[C@H](CN(C)C(=O)Nc2ccc4c(c2)OCO4)O3)cc1

compound no.	13	14	15	16	17	18
INS-1E GSIS act	52	-2	-6	15	1	10
esBAF inh	.	-4	1	-2	-2	-1
XiGFP reactiv	0.0	0.0	0.3	0.2	.	-1.1
RAD54 inh	.	8	-3	-7	-8	-1
F508del corr	-3.0	1.9	-0.7	1.5	.	0.2
RAD52 inh	-20	-2	1	-10	.	17
ERAP1 inh	1	-3	3	-6	.	2
ARNT-TACC3 inh	.	2	-2	0	1	-1

A second format for part of the listing above.
Results follow in this order: INS-1E GSIS act, esBAF inh, XiGFP reactiv, RAD54 inh, F508del corr, RAD52 inh, ERAP1 inh, ARNT-TACC3 inh
(11) O=C(/C(=C/c1cccnc1)n1ccnc1)c1ccc(Cl)cc1Cl
    -5, -4, 0.3, ., 1.3, -32, ., 3
(12) C[C@H]1CN([C@@H](C)CO)C(=O)c2cc(-c3ccccc3F)cnc2O[C@@H]1CN(C)Cc1cccc(C(=O)O)c1
    5, -6, 0.1, -2, -2.0, 8, 0, .
(13) CC(C)Cc1nc2ccccc2n1CCc1ccccc1
    52, ., 0.0, ., -3.0, -20, 1, .
(14) CC1CCCCN1CC(O)COc1ccc(OCC(O)CN2CCCCC2C)cc1 (stereo unspecified)
    -2, -4, 0.0, 8, 1.9, -2, -3, 2
(15) COc1ccc(CNC(=O)CSc2n[nH]c(N)n2)cc1OC
    -6, 1, 0.3, -3, -0.7, 1, 3, -2
(16) CC(C)n1c(SCC(=O)Nc2ccc(F)cc2)nnc1C1CC1
    15, -2, 0.2, -7, 1.5, -10, -6, 0

Limited to XiGFP reactiv and esBAF inh (two entries from above):
No.	molecule	XiGFP reactiv	esBAF inh
15	COc1ccc(CNC(=O)CSc2n[nH]c(N)n2)cc1OC	0.3	1
16	CC(C)n1c(SCC(=O)Nc2ccc(F)cc2)nnc1C1CC1	0.2	-2

More records follow.
19: CC1(C)COC(c2cccc([N+](=O)[O-])c2)OC1
20: COc1cccc2c1Oc1ncccc1N(C(=O)CCC(=O)NCc1ccc(C)cc1)C2
21: O=C(CN1CCN(S(=O)(=O)c2ccc(F)cc2)CC1)c1ccc(O)c(O)c1
22: Cc1cc(C)cc(OCC(=O)O/N=C(\N)c2ccccn2)c1
23: CN(c1cccc(NC(=O)c2ccccc2N(Cc2ccccc2)S(C)(=O)=O)c1)S(C)(=O)=O
24: CN1c2ccc(C3=CCCCC3)cc2[C@@H]2[C@@H](CCN2C(=O)c2ccc3c(c2)OCO3)[C@@H]1CO

compound no.	19	20	21	22	23	24
INS-1E GSIS act	4	5	2	-13	-9	4
esBAF inh	0	5	.	?	-14	5
XiGFP reactiv	-0.2	0.0	0.0	.	0.1	0.0
RAD54 inh	-1	-5	.	-8	10	9
F508del corr	-2.3	0.9	-4.8	.	1.2	1.9
RAD52 inh	-3	-18	-14	.	-2	.
ERAP1 inh	2	1	2	.	-3	.
ARNT-TACC3 inh	4	0	5	1	-4	.

25: Cc1cc(C)n2nc(SCc3ccc(F)cc3Cl)nc2n1
26: O=C(N[C@H]1CC[C@H](CCNC(=O)c2cnccn2)O[C@H]1CO)c1ccc2c(c1)OCO2
27: Cc1cc2cc(C)c3nnc(SCC(=O)Nc4ccc(S(=O)(=O)N5CCCCC5)cc4)n3c2cc1C
28: CCc1cccc(NC(=O)CCCn2nc(CC)n3c(cc4occc43)c2=O)c1
29: CCOc1ccc(NC(=O)CCC(=O)NNC(=O)c2cccc([N+](=O)[O-])c2)cc1
30: Cc1ccc2c(c1)CCCN2C(=O)CSc1ccccc1

compound no.	25	26	27	28	29	30
INS-1E GSIS act	9	18	.	13	5	18
esBAF inh	?	-5	.	2	.	9
XiGFP reactiv	0.2	-0.7	-0.1	0.0	0.2	0.0
RAD54 inh	7	3	.	-11	.	-6
F508del corr	.	-0.1	.	0.4	1.2	1.5
RAD52 inh	-8	9	-7	-96	-1	-11
ERAP1 inh	0	0	11	-2	-1	4
ARNT-TACC3 inh	-4	-6	-6	-3	-3	-9

31: COc1ccc(/C=C/C(=O)O)cc1S(=O)(=O)NCC1CCCO1 (stereo unspecified)
32: O=S(=O)(NCC1CCCO1)c1cc(Cl)ccc1Br (stereo unspecified)
33: O=C(NCCCN1CCCCC1)C1CCN(S(=O)(=O)N2CCC3(CC2)OCCO3)CC1
34: COCC(=O)N1CC2(C1)[C@H](c1ccccc1)[C@H](CO)N2C(=O)c1ccccc1
35: C[C@@H]1CN([C@H](C)CO)C(=O)c2cc(NC(=O)CCCN(C)C)ccc2O[C@@H](C)CCCCO[C@@H]1CN(C)S(=O)(=O)c1cn(C)cn1
36: CS(=O)(=O)N1CCc2cc(S(=O)(=O)NCCNS(=O)(=O)c3ccc4c(c3)CCN4S(C)(=O)=O)ccc21

compound no.	31	32	33	34	35	36
INS-1E GSIS act	.	4	5	6	38	-3
esBAF inh	5	0	-2	.	-2	0
XiGFP reactiv	0.1	.	0.0	0.0	0.0	0.0
RAD54 inh	4	-5	-6	.	-1	0
F508del corr	0.5	.	2.4	-0.9	1.0	-1.6
RAD52 inh	-7	.	-12	-5	-5	-24
ERAP1 inh	1	.	-5	-3	-2	-3
ARNT-TACC3 inh	-6	-4	-4	.	-3	-2

37: CC(=O)c1ccc(N(CC(=O)NC2CCCCC2)C(=O)c2csnn2)cc1
38: CC(=O)Nc1cc(-c2ccc(CO)cc2)cn2c(-c3cccc(C(F)(F)F)c3)cnc12
39: CCOC(=O)CCNC(=O)N1CCCC(C(=O)c2ccccc2SC)C1 (stereo unspecified)
40: COc1ccc(OC)c(S(=O)(=O)N2CCN(C(=O)c3ccco3)CC2)c1
41: O=C(CCC1CCCN(C(=O)Cc2cccc(F)c2)C1)N1CCN(c2ccccn2)CC1 (stereo unspecified)
42: COc1ccc(-c2csc(NC(=O)CN3C(=O)CCC3=O)n2)c(OC)c1

compound no.	37	38	39	40	41	42
INS-1E GSIS act	23	-8	4	-1	5	11
esBAF inh	12	-4	-8	1	?	.
XiGFP reactiv	0.2	0.4	0.3	0.0	0.0	0.2
RAD54 inh	-3	-10	5	6	-8	-1
F508del corr	1.1	7.0	-2.9	-1.3	-2.8	.
RAD52 inh	2	-17	-15	-6	1	-1
ERAP1 inh	-1	-3	-1	-1	0	2
ARNT-TACC3 inh	7	.	-5	5	15	-10

43: Cc1ccc(NC(=O)c2ccc(NCCc3ccccc3)c([N+](=O)[O-])c2)cc1F
44: COC(=O)[C@H](Cc1ccccc1)NC(=O)NCc1ccc(C)cc1
45: Cc1cccc(OCC(=O)NCc2nc(-c3ccccc3)no2)c1
46: COc1ccc(CN(C)C[C@@H]2Oc3ccc(NC(=O)Nc4ccc5c(c4)OCO5)cc3CC(=O)N([C@H](C)CO)C[C@H]2C)cc1
47: Cc1onc(-c2ccccc2)c1C(=O)Nc1ccc(C(=O)N2CCCCC2)cc1
48: Cc1cccc(-c2ccc([C@H]3[C@H](CO)N4CCCCN(Cc5cncnc5)C[C@@H]34)cc2)c1

compound no.	43	44	45	46	47	48
INS-1E GSIS act	13	-23	-14	-11	-7	22
esBAF inh	.	-3	7	3	-1	1
XiGFP reactiv	5.7	0.0	0.0	0.3	0.1	0.0
RAD54 inh	7	-10	-6	-1	0	-4
F508del corr	.	-1.1	-2.6	-3.7	0.2	2.4
RAD52 inh	.	-13	-9	19	-6	15
ERAP1 inh	.	-2	1	3	3	-2
ARNT-TACC3 inh	-2	.	.	-2	0	3

49: O=C(NCCCN1CCCC1=O)C(=O)NCC1OCCN1S(=O)(=O)c1cc(F)ccc1F (stereo unspecified)
50: C=CCN1C(=O)c2ccc(C(=O)NCCc3ccc(F)cc3)cc2C1=O
51: CNCc1ccccc1Sc1ccc(O)c(O)c1
52: COC(=O)c1c(NC2=NS(=O)(=O)c3ccccc32)sc2c1CCC(C(C)(C)C)C2 (stereo unspecified)

compound no.	49	50	51	52
INS-1E GSIS act	1	84	-24	6
esBAF inh	0	.	.	-9
XiGFP reactiv	0.2	-0.1	-0.1	-0.1
RAD54 inh	-8	7	.	-3
F508del corr	0.7	1.8	-7.1	0.8
RAD52 inh	-24	-5	-1	-24
ERAP1 inh	4	4	-1	-5
ARNT-TACC3 inh	.	.	.	-4
